Screens as filed in PubChem BioAssay.
PV pol inh – inhibitors of poliovirus RNA polymerase binding and polymerization. P03300. poliovirus polymerase elongation, fluorescence polarization; active compounds read low. % elongation, % (compound at 16.7 µg/mL). 150,000 compounds, 0.66% hits. AID 588519; in the data active = % elongation below about 90%; also: some results filed as inactive read as strong as hits
Target sequence (P03300 1749-2209 limits assumed): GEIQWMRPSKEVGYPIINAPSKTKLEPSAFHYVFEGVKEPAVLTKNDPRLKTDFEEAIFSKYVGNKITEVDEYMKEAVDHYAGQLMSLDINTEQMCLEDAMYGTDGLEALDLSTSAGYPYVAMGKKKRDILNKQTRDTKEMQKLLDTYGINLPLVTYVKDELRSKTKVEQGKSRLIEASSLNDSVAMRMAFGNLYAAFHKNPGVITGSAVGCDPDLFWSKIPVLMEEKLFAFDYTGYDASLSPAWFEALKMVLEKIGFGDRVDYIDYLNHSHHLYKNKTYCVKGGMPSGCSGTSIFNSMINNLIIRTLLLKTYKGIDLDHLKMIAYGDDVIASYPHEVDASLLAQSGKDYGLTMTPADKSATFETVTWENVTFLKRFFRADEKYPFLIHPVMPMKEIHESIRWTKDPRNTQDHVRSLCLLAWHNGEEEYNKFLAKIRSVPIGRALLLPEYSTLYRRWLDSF
PV pol inh FP z-score – recorded beside PV pol inh, whose call it bears; z-score; measured here: FP z-score; hits read low
Starred values were filed as active, the others as inactive; & = joins results of further samples.

Each structure is followed by: PV pol inh, PV pol inh FP z-score
1: CC1(C)CC(NCc2ccccc2)CC(C)(C)N1
  103.0, 0.4
2: COC(=O)c1c(N)sc(/C(C)=C/C#N)c1C
  106.0, 0.3
3: N#Cc1c(-c2ccc3c(c2)OCO3)cc(-c2ccc(F)cc2)nc1N
  101.0, -0.3
4: COc1ccc2c(-c3ccccc3)cc(=O)[nH]c2c1
  103.0, 0
5: COc1cccc(NC(=O)CCc2nnc3n(CC(C)C)c(=O)c4ccccc4n23)c1
  106.0, 0.6
6: O=C(NCc1ccc(F)cc1)c1ccncc1
  102.0, 0.5
7: CC1CCCC(C)N1S(=O)(=O)c1ccc(NC(=O)CCn2cnc3ccccc3c2=O)cc1 (centres undefined)
  98.0, -0.2
8: Cc1ccc(NC2C=CS(=O)(=O)C2)cc1 (centres undefined)
  101.0, 0.1
9: CNC(=S)N/N=C/c1cccc(Cl)c1
  13.0*, -5.6*
10: O=C(Nc1cc(F)ccc1F)c1ccc2c(c1)nnn2C1CCCC1
  96.0, -2.2
11: OCc1ccccc1O
  104.0, 1.2
12: Cc1ccc2c(c1)-c1nc(-c3ccc(Cl)cc3)cc(-c3coc4ccccc4c3=O)c1CO2
  102.0, -0.9
13: N#C/C(C(=S)NCc1ccccc1)=C1/NN=C2CCCCCN21
  102.0, 0.2
14: CCOc1ccccc1-c1cc(C(=O)N/N=C(\C)c2ccco2)[nH]n1
  103.0, 0.3
15: S=C1NC2=C(C(c3ccc(Br)cc3)N1)N1CCC2CC1 (centres undefined)
  103.0, 0.8
16: COc1cc(NC(=O)c2ccccc2)c(OC)cc1NCC(=O)Nc1ccc2c(c1)OCCO2
  103.0, 0
17: COc1ccc(N2CCN(Cc3ccc(C)o3)CC2)cc1
  101.0, 0.5
18: Cc1cc2oc(=O)cc(COC(=O)C3CC3)c2cc1Cl
  100.0, -0.3
19: CCOc1cc(S(=O)(=O)N2CCC(c3nc4ccccc4s3)CC2)c(OCC)cc1S(=O)(=O)N1CCOCC1
  100.0, -0.7
20: Cc1ccc(C(=O)OCc2ccco2)cc1
  100.0, -0.6
21: COc1cccc(N=C2NNC(C)=C(C(=O)N(C)C)S2)c1
  83.0*, -2.9*
22: CC1CCCCN1S(=O)(=O)c1ccc(CN2C(=O)c3cccnc3C2=O)cc1 (centres undefined)
  105.0, 0.4
23: C(/C=C/c1ccccc1)=N/N1CCN(c2ccccc2)CC1
  99.0, -0.4
24: CSc1ccc(C2C3CCCc4ccccc4C3=NN2CCO)cc1 (centres undefined)
  102.0, -0.1
25: Cc1ccc(Cc2nn[nH]n2)cc1
  96.0, -2.6
26: Cc1ccc(N=C2NC(=O)CC(C(=O)Nc3cc(C(F)(F)F)ccc3Cl)S2)cc1 (centres undefined)
  105.0, 0.1
27: O=C(Nc1cccc(C(F)(F)F)c1)c1cc2nc(-c3ccc4c(c3)OCO4)cc(C(F)(F)F)n2n1
  104.0, -0.3
28: CCOc1ccc(CNC(=O)c2sc3ncnc(N(C)C4CCCCC4)c3c2C)cc1
  107.0, 0.2
29: CNC(=O)c1ccc(OC(C)=O)cc1
  107.0, 0.5
30: O=C(NC1CC1)c1ccc(CS(=O)c2ccccc2)o1 (centres undefined)
  101.0, -0.2
31: CCC1Cc2c(nc3c4c(nc(N5CCOCC5)c(C#N)c24)NC(C)=N3)O1 (centres undefined)
  94.0, -0.5
32: CC(C)c1ccc(NC(=O)CSC2=Nc3ccccc3C3=NC(CCC(=O)NC4CCCCC4)C(=O)N23)cc1 (centres undefined)
  111.0, 0.8
33: COc1cccc(CNC(=O)CCn2c(=O)c3cccn3c3ccc(F)cc32)c1OC
  104.0, -0.5
34: CCNCc1ccc(N(C)C)cc1
  102.0, 0.1
35: CCOc1cc(/C=C2/NC(=O)N(c3ccccc3)C2=O)cc(Br)c1O
  106.0, 0.9
36: CN1C(=O)/C(=C2\SC(=S)N(C3CCS(=O)(=O)C3)C2=O)c2cc(Br)ccc21 (centres undefined)
  101.0, 0
37: O=C(CSc1nc2c(sc3ccccc32)c(=O)n1-c1ccccc1)NCc1ccco1
  101.0, 0
38: Fc1ccc(Nc2nc(-c3cccc(Cl)c3)c3c(n2)-c2ccccc2OC3)cc1
  116.0, 0.5
39: CC(=O)N1CCc2cc(CNC(=O)Nc3ccc(Br)c(C)c3)ccc21
  108.0, 0.2
40: O=c1[nH]c(CN2CCCCC2)nc2ccccc12
  103.0, 0.2
41: Cc1cc(Nc2ccccc2Cl)n2nc(-c3ccco3)nc2n1
  107.0, 0.3
42: COC(=O)c1ccc2c(c1)N(Cc1ccccc1F)C(=O)CS2=O (centres undefined)
  102.0, 0.4
43: N#Cc1cccc(NC(=O)CSc2nc3cc(S(=O)(=O)N4CCCCC4)ccc3o2)c1
  107.0, 0.5
44: CCOC(=O)COc1ccc(/C=C(\C#N)c2nc3ccc(C)cc3[nH]2)cc1OC
  104.0, -0.1
45: COc1ccc(N2CCN(c3cc(=O)n4oc(C)cc4n3)CC2)cc1
  106.0, 0.3
46: CCCCC(CC)CNC(=O)CN(C)S(=O)(=O)c1ccc2c(c1)c(=O)n(C)c(=O)n2C (centres undefined)
  106.0, 0.2
47: O=C(Nc1ccccc1)C(=S)NCc1ccco1
  102.0, 0.1
48: CCCC1COC(c2ccc(C#N)cc2)OC1 (centres undefined)
  99.0, -0.3
49: O=C(Nc1ccc2nc(SCC(=O)N3CCCC3)sc2c1)c1ccccc1F
  105.0, -0.5
50: Cc1nn(S(=O)(=O)c2ccc(F)cc2)c(C)c1S(=O)(=O)N1CCCCCC1
  108.0, 0.3
51: O=C(NCCc1ccc(Cl)cc1)C(=O)NCC(c1ccc2c(c1)OCO2)N1CCOCC1 (centres undefined)
  111.0, 0.8
52: Cc1ccc(NC(=O)CN2C(=O)C(c3ccc(C)cc3)=NC23CCCCCC3)cc1
  102.0, -0.7
53: CC1=CC(C)(C)NC(=O)N1c1ccccc1
  105.0, 0.1
54: Cc1nn2c(=O)cc(COC(=O)c3ccccc3NC(=O)C3CCCCC3)nc2s1
  108.0, 0.5
55: CCN(CC)C(=O)/C=C/c1cccs1
  105.0, 0.6
56: O=C(O)c1ccc(Sc2ccccn2)o1
  100.0, -0.4
57: Oc1ccc(C(c2ccc(O)cc2)(C(F)(F)F)C(F)(F)F)cc1
  109.0, 0.5
58: CCN1C(=O)C(=Cc2cccn2C)C(=O)N(CC)C1=S
  103.0, 0.5
59: COc1ccccc1/C=C\C=c1/sc2nc(-c3ccco3)nn2c1=O
  105.0, 0.5
60: CCOC(=O)C1CCN(C(=O)c2c(C)nn(-c3ccc(F)cc3)c2-n2cccc2)CC1
  106.0, -0.3

Going on with the list:
Each structure is followed by: PV pol inh, PV pol inh FP z-score
61: Cc1ccc2c(CNCC(C)(C)CN(C)C)cc(=O)oc2c1
  102.0, -0.2
62: O=C(/C=C/c1cn(-c2ccccc2)nc1-c1ccc(F)cc1)NCc1ccco1
  101.0, 0
63: CCn1c(=O)c(CNc2ccc(N3CCC(O)CC3)cc2)cc2cc(OC)ccc21
  104.0, 1.1
64: Cc1ccc(CN(Cc2ccco2)c2cnc(S(C)(=O)=O)nc2C(=O)Nc2ccccc2Br)o1
  103.0, -0.9
65: O=C1/C(=C/c2ccc(N3CCOCC3)cc2)COc2ccccc21
  158.0, 6.2
66: CC1(C)OCC(C2OC(=O)C3OC(C)(C)OC32)O1 (centres undefined)
  106.0, 0.1
67: COC(=O)C(C)Nc1ccc(C)cc1 (centres undefined)
  103.0, 0.4
68: COc1ccc(OC)c(-n2c(=O)[nH]c3cc(C(=O)NCCc4ccc(OC)c(OC)c4)ccc3c2=O)c1
  113.0, 2.3
69: COc1cccc(Cn2nnc3c(=O)[nH]c(C4CCN(C(=O)c5ccccc5Cl)CC4)nc32)c1
  104.0, -0.5
70: Fc1ccc(Nc2nc3ccccc3o2)c(F)c1
  111.0, 0.7
71: CC1(c2ccc3c(c2)OCO3)NC(=O)N(CC(=O)c2ccc3c(c2)CCC3)C1=O (centres undefined)
  106.0, -0.6
72: CN(C)Cn1c(O)c(N=NC(=O)CO/N=C/c2ccccc2)c2ccccc21
  103.0, 0.3
73: O=C(CN1CCN(CC(=O)N2CCCC2)CC1)NC(=O)Nc1ccccc1F
  104.0, 0.2
74: CCn1c(=N)n(CCCOc2ccc(Br)cc2)c2ccccc21
  99.0, -0.4
75: CCC(C)NCc1ccc(C(=O)OC)o1 (centres undefined)
  106.0, 0.2
76: CCN(CC(=O)NCc1cccs1)C(=O)C1=COCCO1
  104.0, 0.4
77: COc1ccc(Cl)cc1NC(=O)CSc1nc(=O)n(Cc2ccco2)c2c1CCC2
  109.0, 0.7
78: CC1CC(=O)Nc2ccccc2N1C(=O)CSc1nnc(COc2ccccc2Cl)n1C1CC1 (centres undefined)
  103.0, 0
79: CCOC(=O)CSc1nc2ccccc2n2cnnc12
  103.0, 0.4
80: O=C(/C=C/c1cc(Cl)c2c(c1)OCCO2)N1CCCN(S(=O)(=O)c2ccc(F)cc2)CC1
  97.0, -0.4
81: O=C(O)CCC(=O)c1ccc(Br)cc1
  90.0*, -3.8*
82: CNC(=O)COc1ccc(NC(=O)c2ccc(-c3nn(C)c(=O)c4ccccc34)cc2)cc1
  107.0, 0.8
83: S=P12CN3CN(CN(C3)C1)C2
  100.0, 0
84: Cc1ccc(-c2nc3cc(NC(=O)CC(C)C)ccc3o2)cc1Cl
  102.0, 0.7
85: COc1ccccc1CN(C)C(=O)CN1CCN(C/C=C/c2ccccc2)CC1
  99.0, -0.1
86: Cc1cccc(C(=O)NCc2nc3ccccc3n2Cc2ccccc2Cl)c1
  107.0, 0
87: Cc1cc(/C=C/c2ccc3cc(N(C)C)ccc3[n+]2C)c(C)n1-c1ccccc1
  109.0, 2.9
88: O=C(/C=C/c1cccs1)N1CCN(Cc2ccc(Br)s2)CC1
  101.0, -0.1
89: CC1CN(S(=O)(=O)c2ccc3c(c2)NC(=O)CC(=O)N3)c2ccccc2O1 (centres undefined)
  105.0, 0
90: CCN(CC)S(=O)(=O)c1ccc2c(c1)nc(SCC(=O)Nc1cccc(C)c1C)n2CC
  92.0, -1.6
91: CCCCN(CC)C(=O)c1nn(C)c2c1CSc1ccccc1-2
  114.0, 0.4
92: CC1OC(=O)C(C(C)C)NC(=O)C(C(C)C)OC(=O)C(C(C)C)NC(=O)C(C)OC(=O)C(C(C)C)NC(=O)C(C(C)C)OC(=O)C(C(C)C)NC(=O)C(C)OC(=O)C(C(C)C)NC(=O)C(C(C)C)OC(=O)C(C(C)C)NC1=O (centres undefined)
  104.0&101.0, 0.7&0.2
93: Cc1oc2ccc(O)c(CN3CCN(C)CC3)c2c1C(=O)Nc1ccc(C(C)C)cc1
  105.0, -0.3
94: CCC(=O)N1CCc2cc(S(=O)(=O)NC(C(=O)Nc3ccc(C(C)=O)cc3)C(C)C)ccc21 (centres undefined)
  106.0, 0.3
95: CCN(CC)C(=O)Nc1ccc(I)cc1
  102.0, 0.3
96: CCc1ccc(NC(=O)C2CCN(C(=O)N3CCOc4ccccc43)CC2)cc1
  98.0, -2.1
97: CC1(C)CC(=O)c2cc(-c3nc(-c4ccc(Cl)cc4)cs3)c(=O)n(-c3ccc(Cl)cc3)c2C1
  100.0, -1.5
98: Cc1sc2ncn(C(C)C(=O)O)c(=O)c2c1C (centres undefined)
  106.0, 0.4
99: COc1ccc(CCNc2nc3c(c(=O)n(C)c(=O)n3C)n2Cc2ccccc2Cl)cc1OC
  106.0, 0.2
100: COCCNC(=S)N1CCn2c1nc1ccccc12
  91.0, -1.8
101: Cc1ccc(NC(=O)CN(Cc2ccco2)Cc2ccccc2O)cc1C
  110.0, 1.4
102: Cc1ccc(CNC(=O)Cn2cc3c(n2)-c2c(oc(C(=O)N4CCOCC4)c2C)CC3)cc1
  111.0, 0.8
103: COC(=O)c1ccccc1N(C)S(C)(=O)=O
  108.0, 0.5
104: O=C(O)C1CC(O)CN1S(=O)(=O)c1ccc(Br)cc1 (centres undefined)
  101.0, 0
105: CSc1c(-c2ccccn2)c(N)nn1C(=O)C1CCC1
  105.0, 0.4
106: Cc1ccc(CO)cc1Nc1ncnc2onc(-c3ccc(F)cc3)c12
  99.0, -0.6
107: COc1cccc2cc(-c3nc(Nc4cccc(C)c4)sc3C)c(=O)oc12
  108.0, 0.2
108: CCOC(=O)c1ccc(NC(=O)C2CCCN(c3ncnc4onc(-c5ccc(F)cc5)c34)C2)cc1 (centres undefined)
  110.0, 0.4
109: O=C(O)c1ccc(/C=C2\COc3ccccc3C2=O)cc1
  105.0, 0.4
110: O=C(NCCc1csc(-c2cccc(F)c2)n1)c1ccccc1C(F)(F)F
  111.0, 1.2
111: CC(=O)OCC[N+](C)(C)C
  100.0, 0.1
112: CCOC(=O)c1ccc(OCC2c3cc(OC)c(OC)cc3CCN2C(=O)Cc2ccc(OC)c(OC)c2)cc1 (centres undefined)
  109.0, 0.4
113: CCCN1C(=O)/C(=C/c2ccc(CC)cc2)NC1=S
  100.0, -0.1
114: Cc1cc(C(=O)OCC(=O)NC2CCCCC2)c(C)o1
  101.0, 0
115: CCOc1ccccc1N1CC(c2nc3ccccc3n2CCCCOc2cc(C)ccc2C)CC1=O (centres undefined)
  113.0, 1.1

Record cards, as listed above.
Shown for COC(=O)c1ccccc1N(C)S(C)(=O)=O = PV pol inh: 108.0; PV pol inh FP z-score: 0.5
Shown for CCC1Cc2c(nc3c4c(nc(N5CCOCC5)c(C#N)c24)NC(C)=N3)O1 (centres undefined) = PV pol inh: 94.0; PV pol inh FP z-score: -0.5

Quoted at random: 3 compounds from above, in no set order.
Each structure is followed by: PV pol inh, PV pol inh FP z-score
110: O=C(NCCc1csc(-c2cccc(F)c2)n1)c1ccccc1C(F)(F)F
  111.0, 1.2
113: CCCN1C(=O)/C(=C/c2ccc(CC)cc2)NC1=S
  100.0, -0.1
103: COC(=O)c1ccccc1N(C)S(C)(=O)=O
  108.0, 0.5

Structures shown so far that contain a CF3 group:
Each structure is followed by: PV pol inh, PV pol inh FP z-score
26: Cc1ccc(N=C2NC(=O)CC(C(=O)Nc3cc(C(F)(F)F)ccc3Cl)S2)cc1 (centres undefined)
  105.0, 0.1
27: O=C(Nc1cccc(C(F)(F)F)c1)c1cc2nc(-c3ccc4c(c3)OCO4)cc(C(F)(F)F)n2n1
  104.0, -0.3
57: Oc1ccc(C(c2ccc(O)cc2)(C(F)(F)F)C(F)(F)F)cc1
  109.0, 0.5
110: O=C(NCCc1csc(-c2cccc(F)c2)n1)c1ccccc1C(F)(F)F
  111.0, 1.2

An excerpt; the hit share may differ from the screen's.
